IDH1 R132H inh: IDH1 R132H (human) inhibition. O75874. AID 624101. 70,000 compounds, 0.18% hits. IDH1 R132H reductase, diaphorase/resazurin fluorescence, 60 min. inhibition, % at 10 µM; in the data active = inhibition above about 34%;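 note: 0% = DMSO and 100% = no enzyme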
Target sequence (O75874 whole entry R132H): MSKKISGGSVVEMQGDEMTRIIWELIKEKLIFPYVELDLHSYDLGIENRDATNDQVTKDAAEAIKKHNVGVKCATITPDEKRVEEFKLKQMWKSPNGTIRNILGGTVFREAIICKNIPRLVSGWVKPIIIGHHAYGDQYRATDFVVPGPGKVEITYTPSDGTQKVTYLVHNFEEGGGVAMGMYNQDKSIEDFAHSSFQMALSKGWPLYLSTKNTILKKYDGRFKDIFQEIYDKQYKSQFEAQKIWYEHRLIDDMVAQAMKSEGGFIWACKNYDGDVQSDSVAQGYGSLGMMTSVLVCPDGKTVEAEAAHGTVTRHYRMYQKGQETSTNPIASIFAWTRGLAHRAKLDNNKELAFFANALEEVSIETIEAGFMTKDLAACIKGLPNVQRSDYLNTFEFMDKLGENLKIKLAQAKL
EZH2 inh: inhibitors of human EZH2/PRC2 methyltransferase. PRC2 H3K27 methylation, DELFIA TRF, 1 h. inhibition, % at 12.5 µM. Q15910. 57,000 compounds, 0.35% hits;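 active = mean inhibition of replicates at least 50% and every single replicate also reaching 50%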;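 note: dimethyl H3K27 on biotinylated H3 21-44 peptide detected by antibody; plate controls were median neutral control wells for no effect and median positive control wells for full effect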
* hit, by the source's call; x = no result given. Only part of the results is shown; rates above refer to the full screens.

SMILES	IDH1 R132H inh	EZH2 inh
C[C@@H](NC(=O)C[C@H]1C=C[C@@H](NC(=O)C2CC2)[C@@H](CO)O1)c1ccccc1	-0.1	-3
CCCN(C)C[C@H]1Oc2cc(Br)ccc2S(=O)(=O)N([C@H](C)CO)C[C@H]1C	0.0	-13
COc1ccc(C)cc1CN1CCC(CNC(=O)Nc2cc(Cl)ccc2C)CC1	0.5	x
COc1ccc(CN(C)C[C@H]2Oc3ccc(NC(=O)Nc4ccc(C(F)(F)F)cc4)cc3CC(=O)N([C@H](C)CO)C[C@H]2C)cc1	-0.3	x
CCOc1cccc(/C=N/NC(=O)CCCCCCC(=O)OC)c1OCC	-0.3	-12
CCC(=O)N(C)C[C@H]1Oc2ncc(-c3ccccc3F)cc2C(=O)N([C@H](C)CO)C[C@H]1C	-0.8	x
CCCC(O)C#Cc1cnc2c(c1)C(=O)N([C@H](C)CO)C[C@H](C)[C@H](CN(C)Cc1ccc3c(c1)OCO3)O2 (some centres undefined)	0.2	-13
CCS(=O)(=O)Nc1ccc2c(c1)C(=O)N(C)C[C@H](OC)[C@@H](C)CN(CC1CCCC1)[C@@H](C)CO2	x	-16
C[C@H](CO)N1C[C@H](C)[C@H](CN(C)S(C)(=O)=O)Oc2ccc(NC(=O)Cc3ccccc3)cc2C1=O	0.5	-9
Cc1noc(C)c1S(=O)(=O)Nc1ccc2c(c1)C(=O)N([C@H](C)CO)C[C@@H](C)[C@@H](CN(C)S(=O)(=O)c1cn(C)cn1)O2	0.8	x
C[C@H](CO)N1C[C@H](C)[C@@H](CN(C)Cc2ccc(C(=O)Nc3ccccc3N)cc2)Oc2c(NS(=O)(=O)c3cccs3)cccc2C1=O	-0.2	-10
O=C(N[C@H]1CC[C@@H](CCNC(=O)c2ccccc2F)O[C@H]1CO)c1ccc2c(c1)OCO2	-0.1	-12
O=S(=O)(N[C@H]1CC[C@H](CCn2cc(-c3cccnc3)nn2)O[C@H]1CO)c1ccc(F)cc1	0.1	6
CCCN(C)C[C@H]1OCCCC[C@@H](C)Oc2ccc(NC(=O)c3ccncc3)cc2C(=O)N([C@@H](C)CO)C[C@H]1C	x	16
C[C@@H]1CCCCO[C@H](CN(C)C(=O)C2CCCCC2)[C@H](C)CN([C@H](C)CO)C(=O)c2cc(NC(=O)NC3CCCCC3)ccc2O1	3.0	x
COc1ccccc1S(=O)(=O)N(C)C[C@@H]1Oc2cc(C#CCC3CCCC3)ccc2S(=O)(=O)N([C@H](C)CO)C[C@H]1C	-14	-12
Cc1ccc(S(=O)(=O)N(C)C[C@H]2Oc3c(NS(=O)(=O)c4ccc(F)cc4)cccc3C(=O)N([C@@H](C)CO)C[C@@H]2C)cc1	-4.8	x
Cc1ccc(-c2cc(C(=O)NCc3cccnc3)no2)cc1	-0.4	4
CN(C)C(=O)C[C@@H]1C=C[C@H](NC(=O)Nc2cccc(F)c2)[C@@H](CO)O1	-0.4	16
CO[C@@H](CN(C)S(=O)(=O)c1ccccc1)[C@@H](C)CN(Cc1ccccc1Cl)[C@H](C)CO	-0.6	19
C[C@H]1CN([C@@H](C)CO)C(=O)c2ccccc2-c2ccccc2CO[C@@H]1CN(C)C(=O)c1ccc(F)cc1	0.1	2
O=c1cc(O)c2sc3nc(-c4cccs4)cc(C(F)(F)F)c3c2[nH]1	3.2	-3
COCC#Cc1cnc2c(c1)C(=O)N([C@@H](C)CO)C[C@@H](C)[C@H](CN(C)Cc1ccccc1F)O2	-3.9	14
C[C@@H]1CN([C@H](C)CO)C(=O)CCCn2cc(nn2)CO[C@@H]1CN(C)C(=O)Nc1ccc(N2CCN(C)CC2)cc1	1.4	x
C[C@H]1CN([C@@H](C)CO)C(=O)c2cc(Br)cnc2O[C@H]1CN(C)C(=O)c1ccccc1F	-2.1	8
COc1ccc(CNC(=O)C[C@@H]2CC[C@H](NC(=O)c3cccc(F)c3)[C@@H](CO)O2)cc1	-0.1	5
O=C(C[C@@H]1C=C[C@@H](NC(=O)C2CCC2)[C@@H](CO)O1)Nc1nccs1	-0.3	-1
O=C(Nc1cc(F)ccc1F)N[C@@H]1CC[C@H](CCn2cc(C3CCCCC3)nn2)O[C@@H]1CO	-0.2	-6
Cn1nnnc1SCC(=O)Nc1ccc(Oc2ccc(Cl)cc2)cc1	0.4	-3
CO[C@H]1CN(C)C(=O)c2ccc(NC(=O)C3CC3)cc2OC[C@@H](C)N(C(=O)c2ccccn2)C[C@@H]1C	0.3	1
CO[C@@H]1CN(C)C(=O)c2ccc(NC(=O)C3CCCC3)cc2OC[C@H](C)N(S(C)(=O)=O)C[C@H]1C	0.3	-2
Cc1ccc(S(=O)(=O)N(C)C[C@@H]2OCc3cnnn3CCCC(=O)N([C@@H](C)CO)C[C@H]2C)cc1	x	1
C1=C(CN2CCOCC2)COc2c1cccc2OCC1CNCCO1 (centres undefined)	0.7	x
Cc1ccc(S(=O)(=O)N[C@H]2CC[C@H](CCn3cc(C4CCCC4)nn3)O[C@@H]2CO)cc1	0.0	3
Cc1ccc([N+](=O)[O-])cc1NC(=O)c1cc(S(=O)(=O)N2CCOCC2)c(Cl)cc1Cl	-0.1	-3
Cc1noc(C)c1NC(=O)Nc1ccc2c(c1)C(=O)N([C@H](C)CO)C[C@@H](C)[C@@H](CN(C)S(=O)(=O)c1ccc(Cl)cc1)O2	0.5	x
CC(C)C#Cc1ccc2c(c1)O[C@@H](CN(C)S(=O)(=O)c1cn(C)cn1)[C@H](C)CN([C@H](C)CO)S2(=O)=O	-0.3	-1
C[C@@H]1CCCCO[C@H](CN(C)C(=O)NC2CCCCC2)[C@H](C)CN([C@H](C)CO)C(=O)c2cc(NC(=O)Nc3cccc4ccccc34)ccc2O1	0.2	x
O=C(CCCCC(=O)N/N=C/c1ccccc1)NO	x	0
COC(=O)c1cc(OC)c(OC)cc1NC(=O)COc1ccc(C)cc1Br	-0.3	4

Given with values under each structure: entries from further up.
Every second line gives: IDH1 R132H inh	EZH2 inh
O=C(Nc1cc(F)ccc1F)N[C@@H]1CC[C@H](CCn2cc(C3CCCCC3)nn2)O[C@@H]1CO
→ -0.2	-6
Cn1nnnc1SCC(=O)Nc1ccc(Oc2ccc(Cl)cc2)cc1
→ 0.4	-3
CO[C@H]1CN(C)C(=O)c2ccc(NC(=O)C3CC3)cc2OC[C@@H](C)N(C(=O)c2ccccn2)C[C@@H]1C
→ 0.3	1
CO[C@@H]1CN(C)C(=O)c2ccc(NC(=O)C3CCCC3)cc2OC[C@H](C)N(S(C)(=O)=O)C[C@H]1C
→ 0.3	-2
Cc1ccc(S(=O)(=O)N(C)C[C@@H]2OCc3cnnn3CCCC(=O)N([C@@H](C)CO)C[C@H]2C)cc1
→ x	1
C1=C(CN2CCOCC2)COc2c1cccc2OCC1CNCCO1 (centres undefined)
→ 0.7	x
Cc1ccc(S(=O)(=O)N[C@H]2CC[C@H](CCn3cc(C4CCCC4)nn3)O[C@@H]2CO)cc1
→ 0.0	3
Cc1ccc([N+](=O)[O-])cc1NC(=O)c1cc(S(=O)(=O)N2CCOCC2)c(Cl)cc1Cl
→ -0.1	-3
Cc1noc(C)c1NC(=O)Nc1ccc2c(c1)C(=O)N([C@H](C)CO)C[C@@H](C)[C@@H](CN(C)S(=O)(=O)c1ccc(Cl)cc1)O2
→ 0.5	x
CC(C)C#Cc1ccc2c(c1)O[C@@H](CN(C)S(=O)(=O)c1cn(C)cn1)[C@H](C)CN([C@H](C)CO)S2(=O)=O
→ -0.3	-1

(list continues)
SMILES	IDH1 R132H inh	EZH2 inh
O=C(Cc1ccncc1)N[C@@H]1CC[C@H](CCn2cc(-c3ccccc3F)nn2)O[C@@H]1CO	0.0	4
C[C@@H]1CN([C@@H](C)CO)C(=O)c2cccc(NS(=O)(=O)c3ccccc3)c2O[C@H]1CN(C)C(=O)NC1CCCCC1	1.2	-4
C[C@@H]1CN([C@@H](C)CO)C(=O)Cc2cc(NC(=O)CCC(F)(F)F)ccc2O[C@H]1CN(C)C(=O)Nc1ccc2c(c1)OCO2	0.5	3
O=C(CCn1cnc2ccccc2c1=O)Nc1ccc(S(=O)(=O)N2CCCC2)cc1	-0.4	7
CO[C@@H]1CN(C)C(=O)c2cc(NC(=O)c3cnccn3)ccc2OC[C@@H](C)N(CC2CC2)C[C@H]1C	0.4	-4
C[C@@H]1CN([C@H](C)CO)S(=O)(=O)c2ccc(-c3ccc(C(=O)N(C)C)cc3)cc2O[C@H]1CN(C)C(=O)C1CC1	x	7
COCC(=O)N1C[C@H](C)[C@@H](OC)CN(C)C(=O)c2cc(NC(=O)Nc3ccccc3)ccc2OC[C@H]1C	0.1	4
CO[C@H]1CN(C)C(=O)c2cc(NC(=O)Nc3ccccc3F)ccc2OC[C@H](C)N(C)C[C@@H]1C	0.4	3
O=C(C(NS(=O)(=O)c1cccc2nsnc12)c1ccccc1)N1CCc2ccccc21 (centres undefined)	-0.2	0
COc1ccc(C(=O)Oc2c(S(=O)(=O)c3ccccc3)c(C)nn2-c2ccccc2)cc1	0.3	-1
COc1ccc(NC(=O)Nc2ccc3c(c2)C(=O)N([C@H](C)CO)C[C@H](C)[C@H](CN(C)C(=O)NC(C)C)O3)cc1	0.1	-6
O=C1C[C@@](C(=O)NCc2ccccc2)(c2ccc([N+](=O)[O-])cc2)[C@@H](c2ccc(CO)cc2I)N1CC12CC3CC(CC(C3)C1)C2	x	-19
COc1ccc(OC)c(N(CC(=O)Nc2cccc(Cl)c2Cl)S(C)(=O)=O)c1	0.0	4
CN(C)CC(=O)N[C@H]1CC[C@H](CCNS(=O)(=O)c2ccccc2)O[C@@H]1CO	0.0	18
O=C(CCCCCC(=O)N/N=C/c1cc(O)ccc1[N+](=O)[O-])NO	0.4	-16
CN1CCN(C(=O)C[C@@H]2C[C@H]3c4cc(NC(=O)CC5CC5)ccc4O[C@H]3[C@@H](CO)O2)CC1	-0.1	-3
C[C@H](CO)N1C[C@H](C)[C@H](CN(C)S(C)(=O)=O)Oc2c(NC(=O)c3ccncc3)cccc2C1=O	x	3
CC(C)NC(=O)Nc1ccc2c(c1)C(=O)N([C@@H](C)CO)C[C@@H](C)[C@H](CN(C)C(=O)Nc1ccc(F)cc1)O2	x	3
CCC(=O)N[C@H]1C=C[C@H](CC(=O)NCC2CCCCC2)O[C@@H]1CO	-0.8	-5
C[C@H](CO)N1C[C@H](C)[C@@H](CN(C)C(=O)Nc2ccccc2)Oc2c(NC(=O)C3CC3)cccc2C1=O	0.6	-5
CCC(=O)N1C[C@H](C)[C@H](OC)CN(C)C(=O)c2cc(NC(=O)Nc3ccc(Cl)cc3)ccc2OC[C@H]1C	0.3	-20
CCC(=O)N(C)C[C@H]1Oc2ncc(C#Cc3ccccc3)cc2C(=O)N([C@@H](C)CO)C[C@@H]1C	0.0	-16
Cc1nn(C)c(C)c1CN1CCN(C(=S)Nc2ccc(S(N)(=O)=O)cc2)CC1	0.2	-2
C[C@@H]1CN([C@@H](C)CO)C(=O)c2cc(NS(=O)(=O)c3cccs3)ccc2O[C@@H](C)CCCCO[C@@H]1CN(C)C(=O)Nc1ccc2c(c1)OCO2	1.2	x
C[C@H](CO)N1C[C@H](C)[C@H](CN(C)S(=O)(=O)c2ccc(F)cc2)OCCCC[C@H](C)Oc2ccc(NC(=O)C3CCCCC3)cc2C1=O	0.9	x
CC(C)NC(=O)N[C@H]1C=C[C@@H](CC(=O)NCCN2CCCC2)O[C@@H]1CO	-0.2	3
COc1ccc(S(=O)(=O)Nc2cccc3c2O[C@@H](CN(C)C)[C@H](C)CN([C@H](C)CO)C3=O)cc1	x	2
C[C@@H]1CN([C@@H](C)CO)C(=O)c2cc(C#Cc3ccccc3)cnc2O[C@H]1CN(C)S(=O)(=O)c1ccccc1F	-0.2	x
COCC#Cc1cnc2c(c1)C(=O)N([C@H](C)CO)C[C@H](C)[C@H](CN(C)C(=O)C1CCCCC1)O2	x	4
O=C(C[C@H]1C=C[C@H](NS(=O)(=O)c2ccc(F)cc2)[C@H](CO)O1)NCc1ccc(Cl)c(Cl)c1	-0.2	-1
C[C@@H]1CN([C@H](C)CO)C(=O)c2cc(C#CCc3ccccc3)cnc2O[C@@H]1CN(C)CC1CC1	-2.1	-19
O=C(CCN1C(=O)C2C3C=CC(C4CC34)C2C1=O)Nc1ccc(F)cc1 (centres undefined)	0.0	7
Clc1ccc(C(Cn2ccnc2)OCc2csc3c(Cl)cccc23)c(Cl)c1 (centres undefined)	0.4	x
C[C@H]1CN([C@@H](C)CO)C(=O)c2cccc(NS(=O)(=O)c3ccc(F)cc3)c2O[C@H]1CN(C)Cc1ccc(C(F)(F)F)cc1	1.6	-12
COc1ccc(NC(=O)N[C@@H]2CC[C@@H](CCn3cc(C4(O)CCCC4)nn3)O[C@@H]2CO)cc1	-0.2	17
C[C@@H]1CCCCO[C@@H](CN(C)C(=O)Nc2cccc3ccccc23)[C@H](C)CN([C@H](C)CO)C(=O)c2cc(NC(=O)Cc3ccccc3)ccc2O1	0.9	x
Cc1noc(C)c1NC(=O)Nc1cccc2c1O[C@H](CN(C)C)[C@H](C)CN([C@@H](C)CO)C2=O	0.6	x
COc1ccc(NC(=S)NCc2cccnc2)cc1OC	0.1	-2
C[C@@H]1CN([C@H](C)CO)C(=O)c2cc(-c3ccccc3)cnc2O[C@H]1CN(C)C(=O)C1CCCCC1	-0.1	-12
CCOC(=O)C1CCCCN1Cc1ccco1 (centres undefined)	0.0	2
C=CCN1C(=O)[C@]2(O[C@H](CCn3cc([C@H](O)c4ccccc4)nn3)[C@@H]([Si](C)(C)c3ccc(OC)cc3)[C@@H]2C)c2ccccc21	-0.1	36
Cc1cc(C)nc(/N=C2\NC(=O)CC(C(=O)O)N2c2ccc(F)c(Cl)c2)n1 (centres undefined)	0.0	-9

A section of the results above, for reference:
SMILES	IDH1 R132H inh	EZH2 inh
C[C@@H]1CN([C@H](C)CO)C(=O)c2cc(C#CCc3ccccc3)cnc2O[C@@H]1CN(C)CC1CC1	-2.1	-19
O=C(CCN1C(=O)C2C3C=CC(C4CC34)C2C1=O)Nc1ccc(F)cc1 (centres undefined)	0.0	7
